Spn DPM-DC inh = blocks S. pneumoniae diphosphomevalonate decarboxylase. calls only at 10 µM. purified DPM-DC, PK/LDH coupled NADH fluorescence. AID 556. 0.49% of 65,000 active;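 active = the 320 compounds with the highest percent inhibition in the single-dose primary screen, excluding strongly autofluorescent ones, cut at about 32% in these data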;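 note: kinetic rate of NADH fluorescence loss reporting ADP formed by the decarboxylase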
Alkaline phosphatase = human TNAP enzyme inhibitors, biochemical, luminescent (AID 518). purified TNAP enzyme, luminescent substrate readout; higher % means a stronger effect. inhibition, % at 20 µM, or IC50 in µM where a hit was titrated. 0.09% of 64,000 active; in the data active = a potency from the dose series; inactive = the rest, 99 in 100 with inhibition below about 22%;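 note: plate controls were vehicle for no effect and reference inhibitor for full effect; many of its hits are not listed in these tables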
LYP inhibition = LYP phosphatase inhibitors, primary screen, biochemical, DiFMUP fluorescence, recombinant catalytic domain, 10 µM (AID 606); inhibition, % at 10 µM, or IC50 in µM where a hit was titrated; 52,000 tested, under 10 active; recombinant LYP catalytic domain, DiFMUP fluorescence; higher % means a stronger effect;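 active = IC50 under 40 µM in the dose-response test; inactive = IC50 of 40 µM or more, or never dose-tested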
HPDE-C7 viability = HPDE-C7 pancreatic duct cell viability loss – fluorescence, HTS (AID 430); HPDE-C7 pancreatic duct cells viability, fluorescence; higher % means a stronger effect; cytotoxicity, % at 10 µM, or EC50 in µM where a hit was titrated; 1.8% of 63,000 active;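 note: cells exposed to compound for 48 hours before viability readout; 0% = vehicle and 100% = reference cytotoxic drug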
Spn PMK inh = S. pneumoniae PMK inhibition. purified PMK, PK/LDH-coupled NADH absorbance 340 nm. inhibition, % at 10 µM. 0.49% of 65,000 active;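 active = top-ranked compounds by inhibition in the single 10 µM screen, taking a fixed number of the strongest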;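 note: 0% = full reaction with DMSO carrier and 100% = background rate without enzyme reaction; no value below 0 was filed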
KRASV12 cytotoxicity = cytotoxicity in KRAS-transformed pancreatic duct cells, primary screen, cell-based, fluorescence, HTS (AID 431); HPDE-C7K KRASV12 cells, Alamar Blue viability, 48 h; higher % means a stronger effect; cytotoxicity, % at 10 µM; hits with a dose series show EC50 in µM; 1.7% of 63,000 active;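 active = compounds whose percent cytotoxicity in the single-dose primary screen, scaled between solvent and toxic-drug controls, exceeds 50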;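 note: 0% = DMSO solvent wells and 100% = doxorubicin-treated wells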
Spn MK inh = S. pneumoniae mevalonate kinase inhibition; purified MK, PK/LDH-coupled NADH absorbance 340 nm; inhibition, % at 10 µM; 0.48% of 65,000 active; AID 555;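 active = ranked among the strongest by inhibition in the single 10 µM screen, a fixed top-ranked set picked for dose follow-up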; note: no value below 0 was filed
HT1080 viability = cytotoxicity in HT1080 fibrosarcoma cells, cell-based, fluorescence readout (AID 620); cytotoxicity, % at 10 µM, or EC50 in µM where a hit was titrated; 0.42% of 87,000 active; HT1080 viability, fluorescence; higher % means a stronger effect;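 note: cells exposed to compound overnight then 4 h with Alamar Blue; 0% = vehicle DMSO and 100% = killing control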
Bfl-1 displacement = displacement of Bid BH3 peptide from Bfl-1 – biochemical, fluorescence polarization, FITC-Bid, mouse, primary screen (AID 432); FITC-Bid BH3 peptide fluorescence polarization displacement; higher % means a stronger effect; displacement, % at 20 µM, or IC50 in µM where a hit was titrated; 0.02% of 64,000 active; in the data active = a potency from the dose series; inactive = the rest, 99 in 100 with displacement below about 15%; note: strong numbers were not always called active
Spn PMK inh pilot replicates = further read-out of Spn PMK inh, marked with its call; inhibition, %; measured here: pilot screen replicates
Spn MK inh pilot replicates = second read-out of Spn MK inh, no call of its own (marks repeat the call); inhibition, %; measured here: pilot screen replicates
Spn DPM-DC inh pilot screen % = further read-out of Spn DPM-DC inh, marked with its call; inhibition, %; measured here: pilot screen trials
Numbers without * were called inactive; i = inactive; . = not tested or not shown. Cut-off read from the data, not from the text of the source, unless noted: active = cytotoxicity above about 50%; inactive = the rest.

SMILES | Spn DPM-DC inh | Alkaline phosphatase | LYP inhibition | HPDE-C7 viability | Spn PMK inh | KRASV12 cytotoxicity | Spn MK inh | HT1080 viability | Bfl-1 displacement | others
CCOc1ccc(N(CC(=O)NC2CCCCC2)S(=O)(=O)c2c(C)noc2C)cc1 | i | 17% | 4% | -4% | 6 | 2% | 3 | . | 0% | Spn PMK inh pilot replicates=1.0;Spn MK inh pilot replicates=0.0;Spn DPM-DC inh pilot screen %=3.0
O=C(Cc1cn2ccsc2n1)Nc1nc2c(s1)CN(Cc1ccccc1)CC2 | i | 4% | 2% | -5% | 15 | -6% | 7 | -7% | -13%
COc1cccc(-c2nnn(CC(=O)NC3CCCC3)n2)c1OC | i | -1% | 5% | -3% | 15 | 3% | 3 | -1% | -4%
COc1ccc(OC)c(Nc2cc(C)nc3nc(C)nn23)c1 | i | -1% | 6% | 21% | 10 | 1% | 7 | 19% | -4%
O=C(CCCN1C(=O)C2C3C=CC(C3)C2C1=O)N1CCN(c2ccccc2)CC1 (stereo not given) | i | 3% | -13% | -15% | 14 | -2% | 9 | -2% | -2%
CCc1cc2c(=O)c(-c3nc4ccccc4n3C)c(C)oc2c(CN2CCOCC2)c1O | . | -6% | 5% | 13% | 5 | 12% | 4 | 3% | -5%
CCCCNC(=O)Nc1c(C(=O)OCC)[nH]c2ccccc12 | i | 6% | -1% | . | 8 | . | 4 | 4% | -4%
O=C(Nc1ccccc1)c1cnc[nH]1 | i | 5% | 16% | -8% | 2 | -13% | 1 | -6% | 1%
Cn1c2ccccc2c2cnn(CC(=O)O)c(=O)c21 | i | 8% | 18% | -7% | 10 | 0% | 13 | -3% | 5%
COc1ccc(CC(=O)N(Cc2cc3cc(OC)ccc3[nH]c2=O)C(C)C)cc1 | i | 7% | 0% | -3% | 8 | 14% | 7 | -2% | -5%
CCc1ccccc1NC(=O)c1cc(C2CC2)on1 | i | 8% | 11% | 11% | 4 | 0% | 4 | 7% | 1%
CCCCn1c(CCC(=O)O)ccc1-c1cccs1 | i | -4% | 10% | -30% | 9 | -13% | 5 | 1% | 0%
Cc1cccc(-n2ccnc2SCC(=O)Nc2nnc(C)s2)c1 | i | 5% | -5% | -12% | 5 | 3% | 12 | -7% | 0%
COC(=O)Nc1c(-c2ccccc2)nc2ccc(C)cn12 | . | 12% | 2% | . | 7 | . | 10 | 2% | 0%
CN(CCc1ccccn1)C(=O)c1nn2c(C(F)(F)F)cc(-c3ccco3)nc2c1Cl | i | 11% | -2% | -10% | 0 | 4% | 8 | -4% | 2%
COc1ccc(NC(=O)CCCn2c(=O)[nH]c3ccccc3c2=O)cc1 | i | 17% | -62% | -20% | 12 | -8% | 5 | 4% | 11%
CCCCN1C(=O)C2C(C(=O)Nc3cccc(OC)c3)C3C=CC2(O3)C1C(=O)NC1CCCCC1C (stereo not given) | i | 15% | 8% | 2% | 14 | 13% | 9 | 5% | 2% | Spn PMK inh pilot replicates=2.0;Spn MK inh pilot replicates=1.0;Spn DPM-DC inh pilot screen %=1.5
C=CCOC(=O)C1C(=O)CC(C)(O)C(C(=O)OCC=C)C1c1ccc(OC)cc1 (stereo not given) | i | 4% | . | 3% | 15 | -8% | 6 | 3% | -2%
Cc1cc(N2CCN(C(=O)c3ccco3)CC2)nc(-c2ccccc2)n1 | i | -2% | 10% | 0% | 11 | 5% | 1 | -1% | -3%
O=C1Nc2c(c(=O)[nH]c(=O)n2-c2ccccc2)C1(Nc1ncccn1)C(F)(F)F (stereo not given) | i | 10% | 6% | -6% | 3 | -6% | 5 | 3% | 5%

Overlap with the part before: four compounds, followed by the next part.
SMILES | Spn DPM-DC inh | Alkaline phosphatase | LYP inhibition | HPDE-C7 viability | Spn PMK inh | KRASV12 cytotoxicity | Spn MK inh | HT1080 viability | Bfl-1 displacement | others
CCCCN1C(=O)C2C(C(=O)Nc3cccc(OC)c3)C3C=CC2(O3)C1C(=O)NC1CCCCC1C (stereo not given) | i | 15% | 8% | 2% | 14 | 13% | 9 | 5% | 2% | Spn PMK inh pilot replicates=2.0;Spn MK inh pilot replicates=1.0;Spn DPM-DC inh pilot screen %=1.5
C=CCOC(=O)C1C(=O)CC(C)(O)C(C(=O)OCC=C)C1c1ccc(OC)cc1 (stereo not given) | i | 4% | . | 3% | 15 | -8% | 6 | 3% | -2%
Cc1cc(N2CCN(C(=O)c3ccco3)CC2)nc(-c2ccccc2)n1 | i | -2% | 10% | 0% | 11 | 5% | 1 | -1% | -3%
O=C1Nc2c(c(=O)[nH]c(=O)n2-c2ccccc2)C1(Nc1ncccn1)C(F)(F)F (stereo not given) | i | 10% | 6% | -6% | 3 | -6% | 5 | 3% | 5%
CCOC(=O)N1CCC(NC(=O)CSc2cc(=O)n(C)c3ccc(Cl)cc23)CC1 | i | 4% | 17% | 6% | 15 | 1% | 1 | 7% | 3%
COc1ccccc1C1C(C(N)=O)=C(C)Nc2nc(-c3ccc(Cl)cc3)nn21 (stereo not given) | i | 28% | 13% | -18% | 0 | -18% | 3 | 4% | -6%
CCCCS(=O)(=O)Nc1ccc(C(=O)NCC2CCCO2)cc1 (stereo not given) | i | 4% | 8% | 0% | 8 | -4% | 3 | -1% | -6%
Cc1onc(-c2ccccc2Cl)c1C(=O)NCc1cccnc1 | i | 5% | . | -30% | 0 | -28% | 0 | -6% | 9% | Spn PMK inh pilot replicates=1.5;Spn MK inh pilot replicates=0.0;Spn DPM-DC inh pilot screen %=8.5
C1CCN(c2nc3nonc3nc2N2CCCCC2)CC1 | i | 14% | 16% | -14% | 0 | -8% | 8 | 3% | -1%
Cc1cc(N(CN2CCCC2=O)C(=O)c2ccc(F)cc2)no1 | i | 0% | 3% | -7% | 7 | -10% | 9 | 10% | -2%
COc1ccccc1NC(=O)CCNC(=O)Cn1ccc2ccccc2c1=O | i | 7% | . | -5% | 3 | -3% | 8 | 6% | -1%
Cc1cc(N(CN2CCCC2=O)C(=O)c2ccccc2)no1 | i | 4% | 4% | -2% | 10 | 0% | 4 | 17% | -2%
COc1ccc(C(c2nnnn2Cc2ccc(F)cc2)N2CCN(c3ccc(OC)cc3)CC2)cc1 (stereo not given) | i | 3% | 2% | -10% | 17 | -4% | 6 | -9% | -10%
COc1ccc(NC(=O)C2CCCN(S(=O)(=O)c3cccc4cccnc34)C2)c(OC)c1 (stereo not given) | i | 3% | 11% | 4% | 4 | 1% | 3 | 3% | 1%
COc1ccc2cc(CCNC(=O)C3CC3)c(=O)[nH]c2c1 | i | 3% | 7% | -1% | 16 | 0% | 5 | 10% | 1%
NC(=O)CSc1ccc(Br)cc1 | i | 2% | 1% | -5% | 0 | -14% | 3 | -2% | 1%
CSc1ccccc1NC(=O)CN(c1cccc(C)c1)S(C)(=O)=O | i | 1% | 6% | -2% | 5 | 2% | 12 | 6% | 11%
CC(C)(C)n1nnnc1C(c1cc2cc3c(cc2[nH]c1=O)OCCO3)N1CCSCC1 (stereo not given) | . | 7% | 19% | -21% | 0 | -31% | 0 | 6% | -6%
O=C(NCc1cccnc1)NC1(c2ccccc2)CC1 | i | 7% | 4% | -1% | 1 | 5% | 3 | 5% | -8%
COC(=O)[C@@H](N)Cc1ccc(O)cc1 | i | 9% | 14% | -8% | 9 | 2% | 8 | 2% | 3% | Spn PMK inh pilot replicates=3.5;Spn MK inh pilot replicates=0.0;Spn DPM-DC inh pilot screen %=0.0
CC(C)(C)NC(=O)C1CCCN(S(=O)(=O)c2cccc3cccnc23)C1 (stereo not given) | i | 12% | 8% | -1% | 3 | 5% | 2 | -6% | 1%
COc1ccc(NC(=O)CSc2nnc(-c3ccoc3C)n2CCc2ccccc2)cc1 | i | 8% | . | -4% | 1 | 9% | 0 | 6% | 0%
Cc1ccc(CN(c2ccc(C(=O)N3CCCC3)cc2)S(C)(=O)=O)cc1 | i | 0% | -3% | 7% | 0 | 5% | 10 | -2% | -2%
COC(=O)C1C(=O)c2c(n[nH]c2C)CC1(C)C (stereo not given) | i | 20% | -4% | 5% | 1 | -4% | 5 | 3% | 0%
O=C1CC2CS(=O)(=O)CC2N1c1ccc(Cl)cc1Cl (stereo not given) | i | 0% | . | -6% | 16 | 8% | 7 | 5% | -10%
Cc1cc(NC(=O)Nc2cccc3ccccc23)no1 | i | 17% | . | 6% | 10 | 9% | 8 | 6% | -1%
CCOC(=O)N1CCC(NC(=O)C2CCCN(Cc3nc(-c4cccc(Cl)c4)oc3C)C2)CC1 (stereo not given) | i | 8% | 6% | 17% | 13 | 17% | 6 | . | 1%
O=C(CSCCc1ccccn1)Nc1cccnc1 | i | 12% | -9% | -19% | 7 | -5% | 1 | 1% | -5%
O=C(OCC(=O)N1CCN(C(=O)c2ccco2)CC1)c1ccc(S(=O)(=O)N2CCCCC2)cc1 | i | 3% | 9% | 4% | 15 | 24% | 2 | -2% | 0%
O=C(Nc1ccccc1N1CCCC1)c1ccc2c(c1)OCO2 | i | 15% | -1% | -5% | 13 | 0% | 18 | 0% | -4%
CCOC(=O)C1=C(SCC(=O)Nc2ccccc2)NC(=O)C(C#N)C12CCCCC2 (stereo not given) | i | 14% | 5% | 2% | 3 | 5% | 10 | -4% | -1%
CCOc1cc(C)c(Cl)cc1S(=O)(=O)NCc1ccco1 | i | 2% | -8% | 1% | 0 | 0% | 6 | 0% | 0%
CCC1CCCCN1C(=O)CSc1nnc(-c2c[nH]c3ccccc23)o1 (stereo not given) | i | 3% | -4% | -10% | 16 | -16% | 9 | 1% | 0%
COc1cccc(-n2ccnc2SCC(=O)N2CCc3ccccc32)c1 | i | 13% | . | -12% | 10 | -14% | 0 | 1% | 2% | Spn PMK inh pilot replicates=0.0;Spn MK inh pilot replicates=3.0;Spn DPM-DC inh pilot screen %=8.5
Cc1ccc(C2CC(C(F)(F)F)n3nc(C(=O)NCCN4CCOCC4)cc3N2)cc1 (stereo not given) | i | 4% | 2% | 1% | 11 | -3% | . | 2% | 2%
CCOCCCNC(=O)CCCOc1ccccc1 | i | 5% | 2% | -15% | 6 | -13% | 8 | 2% | 0%
CC(=O)c1c(C(C)=O)c(C)n(NC(=O)c2cccnc2)c1C | i | 1% | -3% | -8% | 15 | -1% | 2 | 4% | 10%
COCCNC(=O)Cn1cnc2ccc(S(=O)(=O)N3CCC(C)CC3)cc2c1=O | i | 11% | . | 2% | 0 | 0% | . | -5% | -4%
O=C1CCC(=O)N1c1ccc(CSc2nnnn2C2CCCCC2)cc1 | i | 2% | 12% | -21% | 5 | -24% | 8 | 4% | -3%
Cc1ccc(C)n1-n1c(C)nc2scc(-c3cccs3)c2c1=O | i | 1% | 1% | 3% | 7 | 0% | 7 | -6% | -2%
Cc1cc2cc(CCNC(=O)CC(C)(C)C)c(=O)[nH]c2cc1C | i | 12% | -1% | -8% | 14 | 2% | 3 | 4% | -2%
COc1cc(OC)c(C2C(C#N)=C(N)OC3=C2C(=O)CC(C)C3)cc1OC (stereo not given) | i | 9% | 3% | 3% | 1 | 10% | 12 | -1% | -2%
COc1cc(C(=O)Nc2nccs2)c(Br)c(OC)c1OC | i | 8% | . | -2% | 5 | -5% | 6 | -5% | -2%

Bioassay records (PubChem BioAssay)
